# Screening data: PubChem BioAssay, National Center for Advancing Translational Sciences (NCATS)
# Sm TGR block: S. mansoni TGR enzyme inhibition; Q962Y6; 360,000 tested, 3% active; Potency, µM (top dose mostly 114 µM), without a hit: top-dose activity change, negative = inhibition, hits mostly inhibitors; purified TGR, DTNB reduction, TNB absorbance 405 nm; note: potency is the fitted concentration of half-maximal effect; nearly all actives have a fitted effect of over 60% in size
#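 First, TGR (20 nM dispensed) and NADPH were mixed with compound. Second, a 15 min room-temperature incubation followed. Third, further NADPH and then DTNB were added to start the reaction. Finally, TNB absorbance was monitored kinetically.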
# AmpC inh no detg: inhibitors of E. coli AmpC beta-lactamase without detergent. AmpC nitrocefin hydrolysis, absorbance 480 nm, 0.0001% Triton. Potency, µM (highest dose often 57.1 µM), without a hit: at the top dose activity change, negative = inhibition, most hits filed as inhibitors. 330,000 tested, 0.52% active. AID 485341;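 note: potency is the fitted concentration of half-maximal effect; plate controls were no compound for no effect and no enzyme for full effect; nearly all actives have a fitted effect of over 20% in size; some results filed as inactive show a strong effect at the top dose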
# Target sequence (P00811 whole entry, looked up): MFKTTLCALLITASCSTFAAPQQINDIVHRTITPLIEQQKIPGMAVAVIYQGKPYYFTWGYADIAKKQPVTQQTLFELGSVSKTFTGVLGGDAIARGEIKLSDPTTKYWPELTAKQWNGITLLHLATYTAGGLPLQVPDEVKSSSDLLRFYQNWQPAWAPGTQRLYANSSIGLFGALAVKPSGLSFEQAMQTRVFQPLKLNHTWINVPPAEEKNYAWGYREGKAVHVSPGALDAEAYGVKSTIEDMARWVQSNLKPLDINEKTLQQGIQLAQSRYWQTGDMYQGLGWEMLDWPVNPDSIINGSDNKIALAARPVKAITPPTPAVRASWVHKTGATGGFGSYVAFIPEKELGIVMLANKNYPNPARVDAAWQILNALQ
#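 20 mM phosphate pH 7.0 + 0.01% (detergent screen) or 0.0001% Triton X-100; 5.3 nM AmpC reagent; cpd preinc 15 min RT; nitrocefin (800 uM stock) to start; A480 q20 s × 4 min; Activity was normalised to no-enzyme and no-compound control wells.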
# HCV inh: HCV inhibition | Huh7.5.1 HCVcc-Cre infection, luciferase reporter, 44 h | Potency, µM (highest dose often 41.8 µM), without a hit: top-dose activity change, negative = inhibition, actives largely listed as inhibitors | 340,000 tested, 3.4% active; note: potency is the fitted concentration of half-maximal effect
#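 Cells (1,000/well) were plated 4 h before compound, then infected with HCVcc-Cre virus (~0.5 moi). After 44 h further culture, infection was read as luciferase luminescence following a 15 min substrate incubation at room temperature.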
# FBPA Giardia inh: Giardia lamblia aldolase inhibition; A8B2U2; purified Giardia FBPA; Potency, µM (series often up to 59.6 µM), for the others: top-dose activity, negative = inhibition, most hits filed as inhibitors; 290,000 tested, 0.71% active; AID 2451; note: potency is the fitted concentration of half-maximal effect; nearly all actives have a fitted effect of over 55% in size
# Target sequence (A8B2U2 whole entry, looked up): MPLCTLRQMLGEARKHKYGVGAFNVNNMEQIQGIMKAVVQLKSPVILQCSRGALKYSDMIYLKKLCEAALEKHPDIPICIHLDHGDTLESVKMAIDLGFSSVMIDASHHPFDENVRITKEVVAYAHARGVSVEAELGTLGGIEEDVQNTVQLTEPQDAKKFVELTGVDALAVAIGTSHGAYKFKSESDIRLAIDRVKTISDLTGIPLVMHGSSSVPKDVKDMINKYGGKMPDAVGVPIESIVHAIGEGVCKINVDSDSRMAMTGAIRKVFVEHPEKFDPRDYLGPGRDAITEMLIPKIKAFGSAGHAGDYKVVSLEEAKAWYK
#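 40 nM FBPA preincubated 10 min at RT with compound (up to 57.5 uM final), then substrate plus GAPDH/TPI/NAD/arsenate coupling and diaphorase/resazurin added. Fluorescence read after 20 min at RT, 525/598 nm.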
# HCMV antiviral: human cytomegalovirus inhibition; HFF cells, HCMV-luciferase reporter, 72 h; active compounds read low; activity change, negative = inhibition, % at 57.5 µM; 410,000 tested, 4.5% active; in the data active = activity change below about -60%; inconclusive = no clear call, values can overlap the other calls; inactive = above about -39%
#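 Inhibition of viral replication was scored as loss of reporter luminescence in HFFs infected with HCMV-luciferase (MOI 1 PFU/cell) for 72 h; compounds tested at 2 doses, normalized to buffer and Salinomycin controls.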
# AmpC detergent: blocks E. coli AmpC beta-lactamase in detergent assay. P00811. AmpC hydrolysis of nitrocefin, absorbance 480 nm, 0.01% Triton. Potency, µM (titrated, usually from 114 µM), without a hit: at the highest dose activity change, negative = inhibition, actives largely listed as inhibitors. 370,000 tested, 0.041% active;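 note: potency is the fitted concentration of half-maximal effect; 0% = no-compound wells and -100% = no-enzyme wells; nearly all actives have a fitted effect of over 25% in size; some results filed as inactive show a strong effect at the top dose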
#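 AmpC (5.3 nM in the dispensed reagent) in 20 mM phosphate pH 7.0 with 0.01% (detergent screen) or 0.0001% Triton X-100 was preincubated with compounds for 15 min at room temperature. Nitrocefin was then added from an 800 uM solution, and hydrolysis was followed at 480 nm.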
# Starred values were filed as active, the others as inactive; ? = inconclusive; · = not tested or not shown; & = joins results of further samples. Unless noted, calls come from the whole dose curve; as a rule, active = well fitted curve in the direction sought with a large enough effect; inconclusive = small, poorly fitted or top-dose-only effect, or another doubt; inactive = no such curve, though single readings can be large; an effect the other way counts as inactive or inconclusive. Unless noted, % is set by controls: 0 for no effect and ±100 for the full control effect. Rows are unselected. About 9.9% of those tested had a hit in this group.
Molecule	Sm TGR block	AmpC inh no detg	HCV inh	FBPA Giardia inh	HCMV antiviral	AmpC detergent
COc1ccc(NC(=O)Nc2cc(C)cc(C)c2)cn1	4%	-41%	-17%	-7%	-22	1%
CCOC(=O)c1c(C)[nH]c(C(=O)COC(=O)CCS(=O)(=O)c2ccc(C)cc2)c1C	-5%	-8%	10%	4%	-23	-11%
O=C1C2C3c4ccccc4C(c4ccccc43)C2C(=O)N1c1ccncc1 (centres undefined)	0%	0%	?	1%	-64*	3%
COC(=O)C1(C)NC(c2ccc(OC)cc2)C2C(=O)N(c3ccccc3)C(=O)C21 (centres undefined)	0%	-19%	-3%	-5%	-23	-2%
O=C(Nc1cccc(Br)c1)c1ccc(OC2CSC2)cc1	4%	-48%	·	-11%	·	9%
COc1cc(/C=N/NC(=O)Cc2csc(N3CCOCC3)n2)cc(OC)c1O	21%	-13%	7%	-19%	18	0%
O=C(Nc1nnc(Cc2ccccc2)s1)c1ccco1	-1%	0%	-14%	-1%	11	-11%
CCn1c(SCC(=O)N/N=C/c2ccc(C)s2)nc2ccccc21	1%	-29%	?	-16%	3	-1%
NCCCCC(=O)O	-1%	-21%	14%	2%&-23%	-13	-8%
COc1ccc(C(=O)N(CC(=O)Nc2sc(C)c(C)c2C(N)=O)C2CCCC2)cc1	-16%	4%	-11%	1%	5	-9%
O=C(O)c1ccc(Nc2nc3ccccc3n3cnnc23)cc1	8%	·	·	·	11	7%
Cc1ccc2c(c1)c(C)c(C)n2CC(O)Cn1nnc2ccccc21 (centres undefined)	0%	18%	?	-4%	-15	-12%
CCc1ccc(C(=O)NNC(=O)c2ccc3c(=O)n4c(nc3c2)CCC4)cc1	-25%	-2%	10%	·	37	5%
CN1CCc2c(c3c(n2C)CCN(C)C3c2ccc(F)cc2)C1c1ccc(F)cc1 (centres undefined)	?	20%	0%	-20%	3	-9%
Cc1cc(C(=O)OCC(=O)c2c(N)n(C)c(=O)n(C)c2=O)c(C)n1-c1ccccc1	0%	-14%	-29%	-3%	14	3%
CC(=O)Nc1cccc(OCCCNC(=O)c2ccc(F)cc2)c1	7%	-28%	-1%	4%	-32	4%
C=CCn1c(=S)[nH]c2scc(-c3cccs3)c2c1=O	2%	-51%	-2%	24%	5	6%
COc1ccc(NN=Nc2ccc([N+](=O)[O-])cc2)cc1	-32%	-35%	-19%	-7%	74	?
CCNc1nc(Oc2ccc(=O)n(-c3ccccc3)n2)nc(N2CCOCC2)n1	-21%	22%	10%	4%	-18	?
Cc1ccc(CNC(=O)/C=C/c2cccs2)cc1	-22%	-10%	1%	0%	-36	-11%
COc1ccc(NCc2nc3ccccc3n2C)cc1	-20%	-21%	3%	7%	96	3%
Cc1ccc(C(=O)Nc2nnc(SCc3cc(=O)c4c(C)ccc(C)c4[nH]3)s2)cc1	0%	·	·	·	1	21%
Cc1ccc(CNC(=O)CN2C(=O)NC3(CC(C)CC(C)(C)C3)C2=O)cc1 (centres undefined)	0%	-2%	-10%	·	-13	-21%
O=C(c1cc(Cl)cc(Cl)c1)N1CCOCC1	-5%	-15%	10%	1%	-8	-19%
Cc1ccc(-n2nc3c(=O)n(CC(=O)NCCCc4ccccc4)nc(C)c3c2C)cc1	2%	-2%	?	22%	?	-5%
Cc1c(Br)c([N+](=O)[O-])nn1CCCC(=O)NC(C)c1ccccc1 (centres undefined)	3%	0%	-3%	-1%	-9	2%
O=C(c1ccc2c(c1)CCN2S(=O)(=O)c1ccc(Cl)cc1)N1CCN(c2ccccc2)CC1	?	·	·	·	-20	-10%
CC(=O)Nc1ccc2nc(NC(=O)COc3ccc([N+](=O)[O-])cc3)sc2c1	-1%	-18%	6%	8%	3	-3%
Cc1cc(C)cc(C(=O)NCC(=O)NCc2ccc(S(N)(=O)=O)cc2)c1	24%	-18%	24%	0%	-5	4%
COC(=O)c1c(-c2ccccc2Cl)noc1/C=C/N(C)C	-3%	-18%	-21%	-15%	18	3%
COC(=O)c1cc(NC(=O)CCc2c(C)nc3cc(-c4ccccc4)nn3c2C)cc(C(=O)OC)c1	-3%	·	·	·	8	-7%
CCN1C(=NCc2ccccc2)N[C@@H](c2ccccc2)[C@H](C(=O)OC)[C@H]1C	8%&-3%	-14%&-9%	16%	-16%&9%	-37	?
Cc1cccc(Nc2ccc(S(=O)(=O)N3CCOCC3)cc2[N+](=O)[O-])c1	7%	33%	?	·	-2	3%
CC(=O)c1cc(-c2ccccc2)n(CCC(=O)Nc2ccc(C(C)C)cc2)c1C	5%	·	·	·	0	4%
COc1ccc(-c2nnc3sc(COc4ccc(C)cc4)nn23)cc1	9%	-9%	23%	7%	-3	-15%

# In the list so far, 14 have sulfur.
Molecule	Sm TGR block	AmpC inh no detg	HCV inh	FBPA Giardia inh	HCMV antiviral	AmpC detergent
CCOC(=O)c1c(C)[nH]c(C(=O)COC(=O)CCS(=O)(=O)c2ccc(C)cc2)c1C	-5%	-8%	10%	4%	-23	-11%
O=C(Nc1cccc(Br)c1)c1ccc(OC2CSC2)cc1	4%	-48%	·	-11%	·	9%
COc1cc(/C=N/NC(=O)Cc2csc(N3CCOCC3)n2)cc(OC)c1O	21%	-13%	7%	-19%	18	0%
O=C(Nc1nnc(Cc2ccccc2)s1)c1ccco1	-1%	0%	-14%	-1%	11	-11%
CCn1c(SCC(=O)N/N=C/c2ccc(C)s2)nc2ccccc21	1%	-29%	?	-16%	3	-1%
COc1ccc(C(=O)N(CC(=O)Nc2sc(C)c(C)c2C(N)=O)C2CCCC2)cc1	-16%	4%	-11%	1%	5	-9%
C=CCn1c(=S)[nH]c2scc(-c3cccs3)c2c1=O	2%	-51%	-2%	24%	5	6%
Cc1ccc(CNC(=O)/C=C/c2cccs2)cc1	-22%	-10%	1%	0%	-36	-11%
Cc1ccc(C(=O)Nc2nnc(SCc3cc(=O)c4c(C)ccc(C)c4[nH]3)s2)cc1	0%	·	·	·	1	21%
O=C(c1ccc2c(c1)CCN2S(=O)(=O)c1ccc(Cl)cc1)N1CCN(c2ccccc2)CC1	?	·	·	·	-20	-10%
CC(=O)Nc1ccc2nc(NC(=O)COc3ccc([N+](=O)[O-])cc3)sc2c1	-1%	-18%	6%	8%	3	-3%
Cc1cc(C)cc(C(=O)NCC(=O)NCc2ccc(S(N)(=O)=O)cc2)c1	24%	-18%	24%	0%	-5	4%
Cc1cccc(Nc2ccc(S(=O)(=O)N3CCOCC3)cc2[N+](=O)[O-])c1	7%	33%	?	·	-2	3%
COc1ccc(-c2nnc3sc(COc4ccc(C)cc4)nn23)cc1	9%	-9%	23%	7%	-3	-15%

# Whole records, looked up by structure. Order of screens: Sm TGR block | AmpC inh no detg | HCV inh | FBPA Giardia inh | HCMV antiviral | AmpC detergent
# `Cc1cccc(Nc2ccc(S(=O)(=O)N3CCOCC3)cc2[N+](=O)[O-])c1` across the screens: 7% | 33% | ? | · | -2 | 3%
# `Cc1ccc(-n2nc3c(=O)n(CC(=O)NCCCc4ccccc4)nc(C)c3c2C)cc1` across the screens: 2% | -2% | ? | 22% | ? | -5%
